Compound activity as filed in PubChem.
p47phox inh – blocks human p47phox regulatory protein of NADPH oxidases. P14598. p47phox/p22phox peptide binding, fluorescence polarization, 2 h. inhibition, % at 24.7 µM. 220,000 tested, 0.53% active;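 active = inhibition above about 30%, limit read from the data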;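 note: 0% = p47phox with labelled peptide and 100% = labelled peptide alone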
Target sequence (P14598 whole entry, looked up): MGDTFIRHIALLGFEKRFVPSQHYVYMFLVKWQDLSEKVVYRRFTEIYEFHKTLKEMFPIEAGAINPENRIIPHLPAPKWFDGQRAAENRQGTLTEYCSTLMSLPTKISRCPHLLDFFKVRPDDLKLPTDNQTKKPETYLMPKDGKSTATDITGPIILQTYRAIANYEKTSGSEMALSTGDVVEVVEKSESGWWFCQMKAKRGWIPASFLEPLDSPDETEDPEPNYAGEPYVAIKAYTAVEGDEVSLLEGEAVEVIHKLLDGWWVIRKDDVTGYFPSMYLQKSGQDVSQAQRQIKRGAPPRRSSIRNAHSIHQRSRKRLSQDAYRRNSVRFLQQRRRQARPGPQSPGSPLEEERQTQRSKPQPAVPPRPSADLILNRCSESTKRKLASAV
Mdm2 ligase inh – Mdm2 E3 ligase (human) inhibition. Q00987. cell-based MDM2 ubiquitination luciferase reporter, 2 h; 0 = plate control, 100 = twice control, blank-subtracted. signal enhancement, % at 5 µM. 210,000 tested, 0.11% active. AID 1230;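 active = signal enhancement of 30% or more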;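 note: luminescence tracks abundance of the self-degrading MDM2-luciferase fusion protein; higher signal means inhibition of MDM2 E3 ligase activity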
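Assay system: mammalian cells stably expressing self-ubiquitinating, self-degrading MDM2 E3–luciferase fusion. Quantity: 2000 cells in each well. Medium: DMEM culture medium. Compound dosing: single-point 5 µM. Timing: cell settling 4 h, compound treatment 2 h, both 37 °C. Technique: luciferase luminescence. Read-out basis: percent signal gain over controls, blank-subtracted. Benchmarks: plate controls and plate blanks.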
Runt-SMMHC FRET – Runt domain-CBFb-SMMHC interaction inhibition | 220,000 tested, 0.74% active | AID 1434 | Q01196+Q13951 | inhibition, % at 20 µM | Cerulean-Runt/Venus-CBFb-SMMHC FRET ratio 530/480, 1 h;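 active = mean inhibition across duplicate retests at 20 µM reaching about 50%, limit read from the data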;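 note: 0% = DMSO wells and 100% = wells with excess untagged CBFb-SMMHC; inhibitors lower the FRET ratio by blocking Runt binding to CBFb-SMMHC; some results filed as inactive read as strong as hits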
Target sequence (Q01196 whole entry, looked up, the tested form may be a part): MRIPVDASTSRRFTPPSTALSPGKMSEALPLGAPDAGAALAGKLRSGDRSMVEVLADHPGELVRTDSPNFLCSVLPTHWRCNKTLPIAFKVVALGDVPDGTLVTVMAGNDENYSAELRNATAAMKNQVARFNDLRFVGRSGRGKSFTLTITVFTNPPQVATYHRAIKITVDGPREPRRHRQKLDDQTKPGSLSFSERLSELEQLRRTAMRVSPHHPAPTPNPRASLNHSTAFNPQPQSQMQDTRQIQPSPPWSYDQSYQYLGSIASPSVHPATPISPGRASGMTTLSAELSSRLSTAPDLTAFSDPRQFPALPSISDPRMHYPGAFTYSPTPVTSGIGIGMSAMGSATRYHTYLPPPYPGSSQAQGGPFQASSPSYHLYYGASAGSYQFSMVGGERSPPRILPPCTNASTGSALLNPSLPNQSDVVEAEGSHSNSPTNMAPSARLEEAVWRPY
Target sequence (Q13951 whole entry, looked up, the tested form may be a part): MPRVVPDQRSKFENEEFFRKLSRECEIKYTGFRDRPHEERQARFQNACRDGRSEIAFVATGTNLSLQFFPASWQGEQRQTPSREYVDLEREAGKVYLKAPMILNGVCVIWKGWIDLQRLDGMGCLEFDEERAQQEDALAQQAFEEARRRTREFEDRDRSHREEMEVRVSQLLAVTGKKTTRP
Runt-CBFb FRET – blocks binding of human RUNX1 Runt domain to CBFb | Q01196+Q13951 | Cerulean-Runt/Venus-CBFb FRET ratio 530/480, 1 h | inhibition, % at 20 µM | 220,000 tested, 0.46% active | AID 1496;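 active = inhibition over about 50% at 20 µM in the single-dose screen, limit read from the data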;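 note: 0% = DMSO wells and 100% = excess unlabeled CBFb competitor control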
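Measured by: fluorescence energy transfer, 422 nm excitation, 530/480 nm emission; test system: Cerulean-tagged RUNX1 Runt domain (FRET donor) fusion protein; buffer or medium: Tris pH 7.5 buffer with BSA; compound: one dose, 20 µM compound, 1% DMSO; times: two 1 h room-temperature incubations shielded from light; benchmarks: unlabeled CBFb 5 µM, positive control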
EBV gp42 block – blocks Epstein-Barr virus glycoprotein 42 binding. Q1HVG2. Fluorescence polarization binding assay, mP read-out. inhibition, % (tested at 21.74 µM). 220,000 tested, 0.42% active. AID 1085; in the data active = inhibition above about 50%
zVAD death inh – L929 zVAD cell death inhibition. 220,000 tested, 0.38% active. viability rescue, % at 10 µM. L929 zVAD necroptosis rescue, ATP luminescence, 24 h; with zVAD 60 µM. AID 1377;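 active = activation, scaled between plate controls, above about 75%, limit read from the data; inactive = activation under that limit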;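 note: 0% = zVAD with DMSO and 100% = DMSO alone without zVAD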
TbHK1 inh – blocks Trypanosoma brucei hexokinase 1 activity | 220,000 tested, 0.11% active | recombinant TbHK1, G6PDH-coupled NADH A340 | inhibition, % at 10 µM;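 active = inhibition of 50% or more in the single-dose primary screen; inactive = inhibition below 50%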
14-3-3 Bad inh – disrupts binding of bovine 14-3-3 zeta to phospho-Bad peptide; TR-FRET 14-3-3zeta/Dy647-pBad peptide displacement, 1 h; inhibition, % at 21.7 µM; 220,000 tested, 0.71% active;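 active = inhibition above about 70%, limit read from the data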;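 note: 0% = full 14-3-3 plus peptide FRET controls and 100% = background without 14-3-3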
Hck-Nef inh – blocks Nef-activated human Hck kinase; P08631; Recombinant Hck-YEEI plus Nef, Z-Lyte FRET kinase assay; inhibition, % at 20 µM; 220,000 tested, 0.68% active;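 active = Hck-Nef kinase inhibition above about 50%, limit read from the data; inactive = inhibition below that limit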;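 note: 0% = DMSO with Hck plus Nef and 100% = Hck alone without Nef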
* marks the source's active call; other numbers are inactive results; / = no result given; [ ] = dose if it differs, or a comment.

no.	compound	p47phox inh	Mdm2 ligase inh	Runt-SMMHC FRET	Runt-CBFb FRET	EBV gp42 block	zVAD death inh	TbHK1 inh	14-3-3 Bad inh	Hck-Nef inh
1	N#Cc1c(NC(=O)COC(=O)C2CC3C=CC2C3)oc(-c2ccccc2)c1-c1ccccc1 (stereo not given)	-24	-2	-5	0	-16	-0.2	0	4	3
2	CCSc1cnn(-c2ccccc2)c(=O)c1SCC	-7	6	1	-1	-18	0.1	-24	-2	-1
3	Cn1ccnc1SCC(=O)Nc1cc(S(=O)(=O)N2CCOCC2)ccc1Cl	1	2	2	0	8	0.4	8	0	6
4	CN(C)c1ccc(C(=O)OCc2ccc(Br)cc2)cc1	-5	-1	-1	0	-14	-0.8	-8	-2	1
5	COC(=O)c1ccccc1NC(=O)NCc1ccccn1	-8	1	1	0	-7	0.1	2	1[fluorescence artefact?]	1
6	CCCC(=O)N1CCN(c2ccc(NC(=O)c3ccc([N+](=O)[O-])o3)cc2Cl)CC1	-1	-16	-1	-1	-9	26	-11	-7	-13
7	CCOC(=O)CCc1c(C)nc(-n2[nH]c(C)c(CCO)c2=O)[nH]c1=O	-2	-9	2	0	-9	-0.5	1	-10	8
8	COc1ccccc1CNC(=O)CCS(=O)(=O)c1cccc2nonc12	-6	-13	-3	0	3	0.4	2	-8	-15
9	O=S(CC(O)COCc1ccc(Cl)cc1)c1ccccn1 (stereo not given)	-2	-8	-1	-1	-6	0.0	5	8[fluorescence artefact?]	0
10	CCOC(=O)c1cccc(NC(=O)CCS(=O)(=O)c2cccc3nsnc23)c1	-21	10	2	0	-26	1.1	-2	-10[fluorescence artefact?]	-2
11	CC(C)(C)NC(=O)c1ccc(NC(=O)C2COc3ccccc3O2)cc1 (stereo not given)	-1	-6	2	1	0	22	0	-3	-12
12	CCOC(=O)N1CCN(C(=O)CSc2nc3c(c(=O)n2-c2ccccc2OC)SCC3)CC1	-5	-6	-1	-1	2	-0.5	-25	-9	3
13	CCC(O)CNC(=O)CCc1nnc(C2(c3ccc(Cl)cc3)CCC2)o1 (stereo not given)	-3	-2	2	1	0	5.5	-8	-9	16
14	CCCn1c(=O)c(F)cn(Cc2ccc(OC)c([N+](=O)[O-])c2)c1=O	-7	-13	4	0	-9	0.0	3	0	2
15	CC(NC(=O)CCC(=O)c1ccc(F)cc1)C1CC2CCC1C2 (stereo not given)	-5	-5	-4	-4	-13	1.5	-8	0	-13
16	Cc1ccc(NC(=O)C(=O)c2c(-c3ccccc3)cc3ccccn23)cc1S(=O)(=O)N1CCOCC1	-22	-21	-2	-1	-20	0.7	-10	-3	-17
17	CN(C(=O)COC(=O)c1nc(-c2ccccc2)n(-c2ccccc2)n1)C1CCS(=O)(=O)C1 (stereo not given)	0	-9	4	0	-37	-0.3	2	-6[fluorescence artefact?]	0
18	O=C(Nc1ccccc1)c1nn(-c2ccccc2)c(=O)cc1C(F)(F)F	-1	7	-306	-5	18	-0.2	-1	-1	0
19	C=CCn1c(COc2ccc(Cl)cc2)nnc1SCC(=O)NCC(=O)OCC	-6	-12	1	-1	-16	-0.6	32	-13	3
20	Cc1ccc2c(Cl)cc(Cl)c(OCC(=O)Nc3ccc(C)c(S(=O)(=O)N(C)C)c3)c2n1	-13	-15	1	-1	2	2.7	1	8	1
21	O=C(NCc1ccccc1)c1cc(=O)[nH]c2ccccc12	-8	-6	0	1	1	0.4	-10	6	2
22	O=C1/C(=C/c2cccs2)N=C(c2cccs2)N1Nc1ccccc1	-29	-21	-15	-8	33	-0.2	-12	-4	1
23	COCCCNC(NC(=O)c1ccc(OC)cc1)C(Cl)(Cl)Cl (stereo not given)	-9	-7	/	/	-18	0.8	6	-9	21
24	Cc1ccc(-c2nc(NCC3CCCO3)sc2C)cc1 (stereo not given)	-13	5	3	12	0	-0.6	3	-13	19
25	CCOc1ccc(NC(=O)c2ccco2)c([N+](=O)[O-])c1	-12	-18	3	0	-5	1.1	-3	5	3
26	Cc1cc(-c2csc(N)n2)c(C)n1Cc1ccco1	-10	-9	-2	24	-8	1.4	3	-5	18
27	Cc1ccc(S(=O)(=O)N(C)CC(=O)N2CCc3ccccc32)cc1	-7	-21	-2	0	-8	0.1	-3	3	2
28	CCOC(=O)c1cnn(-c2nc(CC)nc3sc4c(c23)CCC4)c1N	-26	-30	0	-1	-23	1.9	-6	-1	8
29	CC(C)(C)C1(O)CC(C(F)(F)F)=NN1C(=O)CCCc1ccccc1 (stereo not given)	8	1	0	-2	-12	1.5	0	-8	-16
30	COc1ccc(N2CCN(C(CNS(C)(=O)=O)c3ccco3)CC2)cc1 (stereo not given)	4	-8	2	3	-3	0.6	-4	-1	-13
31	O=C(CSc1ccccc1F)NC(=O)NCc1ccco1	-8	-7	-11	9	8	2.6	1	-21	4
32	O=C(CN1CCN(Cc2ccc3c(c2)OCO3)CC1)N1CCc2[nH]c3ccccc3c2C1	-5	-12	-10	-6	0	0.8	-1	-16[fluorescence artefact?]	3
33	CCOc1ncccc1C(=O)OCc1ccc([N+](=O)[O-])cc1	-1	-2	-1	1	-11	3.8	1	-3	20
34	COc1cc2[nH]c(=O)n(Cc3ccc(C(=O)NCCCN4CCN(C)CC4)cc3)c(=O)c2cc1OC	-16	13	0	2	-16	0.5	-10	17	11
35	COc1ccc(OCC(=O)Nc2cccc(C(C)=O)c2)cc1	0	-16	-3	-2	-5	0.1	2	6	3
36	Cc1c(NC(=O)CCN2C(=O)c3ccccc3C2=O)c(=O)n(-c2ccccc2)n1C	-4	-11	-6	-1	-12	0.0	-2	-5	1
37	Cc1ccc(/C=C/C(=O)c2ccc(O)cc2)cc1	-15	-14	-5	0	-3	0.0	-40	53	8
38	O=C(N/N=C/c1cn[nH]c1-c1ccccc1)c1ccco1	-6	-14	1	2	6	1.8	-1	16	-7
39	COC(=O)c1scc(C)c1NC(=O)/C=C/C(=O)O	0	-12	10	28	-16	0.5	15	9	-43
40	CC(C)c1nnc(NC(=O)CCC(=O)N2CCN(C3CCCCC3)CC2)s1	-8	-1	-5	-2	-4	0.4	10	7	-1

10 consecutive entries already listed, quoted:
no.	compound	p47phox inh	Mdm2 ligase inh	Runt-SMMHC FRET	Runt-CBFb FRET	EBV gp42 block	zVAD death inh	TbHK1 inh	14-3-3 Bad inh	Hck-Nef inh
21	O=C(NCc1ccccc1)c1cc(=O)[nH]c2ccccc12	-8	-6	0	1	1	0.4	-10	6	2
22	O=C1/C(=C/c2cccs2)N=C(c2cccs2)N1Nc1ccccc1	-29	-21	-15	-8	33	-0.2	-12	-4	1
23	COCCCNC(NC(=O)c1ccc(OC)cc1)C(Cl)(Cl)Cl (stereo not given)	-9	-7	/	/	-18	0.8	6	-9	21
24	Cc1ccc(-c2nc(NCC3CCCO3)sc2C)cc1 (stereo not given)	-13	5	3	12	0	-0.6	3	-13	19
25	CCOc1ccc(NC(=O)c2ccco2)c([N+](=O)[O-])c1	-12	-18	3	0	-5	1.1	-3	5	3
26	Cc1cc(-c2csc(N)n2)c(C)n1Cc1ccco1	-10	-9	-2	24	-8	1.4	3	-5	18
27	Cc1ccc(S(=O)(=O)N(C)CC(=O)N2CCc3ccccc32)cc1	-7	-21	-2	0	-8	0.1	-3	3	2
28	CCOC(=O)c1cnn(-c2nc(CC)nc3sc4c(c23)CCC4)c1N	-26	-30	0	-1	-23	1.9	-6	-1	8
29	CC(C)(C)C1(O)CC(C(F)(F)F)=NN1C(=O)CCCc1ccccc1 (stereo not given)	8	1	0	-2	-12	1.5	0	-8	-16
30	COc1ccc(N2CCN(C(CNS(C)(=O)=O)c3ccco3)CC2)cc1 (stereo not given)	4	-8	2	3	-3	0.6	-4	-1	-13

Continuation:
no.	compound	p47phox inh	Mdm2 ligase inh	Runt-SMMHC FRET	Runt-CBFb FRET	EBV gp42 block	zVAD death inh	TbHK1 inh	14-3-3 Bad inh	Hck-Nef inh
41	CCOc1ccc(S(=O)(=O)NCCC(=O)OC(C)C(=O)N2CCc3ccccc32)cc1 (stereo not given)	-12	-6	-5	-4	-7	1.8	-1	7	2
42	O=C(NC1CC1)C1CCCN1C(=O)NC1CCCCC1 (stereo not given)	-8	-8	-2	0	6	0.5	7	8	-7
43	Cc1ccc(S(=O)(=O)N2CCCOC2CNC(=O)C(=O)NCc2cccnc2)cc1 (stereo not given)	-8	7	5	1	4	0.7	-8	-7	-2
44	Cc1nc2ccccn2c1C(=O)NN=C1C2CC3CC(C2)CC1C3	1	-5	6	1	-20	-0.2	4	1	2
45	CCn1c(NC(=O)Nc2ccccc2OC)nc2ccccc21	-7	-14	1	0	3	0.3	2	5[fluorescence artefact?]	-6
46	Cc1cnc(C(=O)OCC(=O)N2c3ccccc3CC2C)cn1 (stereo not given)	0	-6	-3	0	1	9.9	0	-7	18
47	CCCCn1c(=O)[nH]c(=O)c2c1nc(-c1ccncc1)n2CCOC	-9	-15	0	-1	-11	1.0	-8	-9	-1
48	Cc1ncc([N+](=O)[O-])n1Cc1cccc2ccccc12	-8	-1	-1	-1	66*	1.0	23	-14	1
49	CCc1cccc(CC)c1N(COC)C(=O)Cn1nnc2ccccc21	-1	-11	2	-2	-8	0.1	1	1[fluorescence artefact?]	6
50	Cc1ccsc1/C=N/Nc1nc(=O)[nH]nc1C	1	-12	4	1	-1	-3.0	-30	-14	24
51	O=C(Nc1ccccc1)N1CCCC1	-1	-14	-2	0	-4	-0.1	3	3	0
52	COc1ccc(OC)c(S(=O)(=O)NC(N)=NCCc2ccccc2)c1	-10	0	-2	-2	-10	2.1	0	-8	11
53	COc1ccc(NC(=O)Cc2ccc(-c3ccccc3)cc2)cn1	-20	-16	-1	-2	-6	0.2	1	-18	18
54	O=C(c1ccc(Cl)c(S(=O)(=O)N2CCCC2)c1)N1CCN(c2ccccc2)CC1	-4	-7	1	0	-12	0.9	-3	-13	15
55	CC(C)(C)OC(=O)C(Cl)(C(=O)OC(C)(C)C)c1ccc2nnnn2n1	-2	-11	-3	0	-11	2.1	3	-5	17
56	O=C1NC2(CCCCC2)C(=O)N1Cc1ccc([N+](=O)[O-])cc1	0	-2	1	-1	-18	0.0	30	-4	1
57	CCn1c2ccccc2c2cc(C3C(C#N)=C(C)NC(C)=C3C#N)ccc21	-21	-2	17	5	-56	1.2	-17	/	1
